D2 antag: HTS Assay for Allosteric Antagonists of the Human D2 Dopamine Receptor: Primary Screen for Antagonists; D(2) dopamine receptor (Homo sapiens), P14416; HEK293 TREx D2 cells, calcium flux, dopamine EC80; inhibition, % at 10 µM; actives 2% (n = 340,000); in the data active = inhibition above about 30%; also: 0% is about no effect
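Dopamine at EC80 is the agonist stimulus; test compounds precede it by 180 s. Calcium flux read kinetically in a force-coupled, inducible HEK293 T-REx D2 cell line.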
D2 agonist: HTS Assay for Allosteric Agonists of the Human D2 Dopamine Receptor: Primary Screen for Agonists; D(2) dopamine receptor (Homo sapiens), P14416; HEK293 T-REx D2 cells, calcium flux agonist mode; activation, % at 2 µM; actives 0.53% (n = 340,000);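 active = activation over 3 SD above normal in the single-dose calcium agonist read, cut at about 30% in these data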; also: 0% is about no effect
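Tetracycline-induced HEK293 T-REx cells with force-coupled D2 receptor, plated overnight at 30 C, loaded with no-wash calcium dye. After a 10 s baseline, compound was pin-added and calcium flux read kinetically for 180 s; calcium rises flagged agonists.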
D1 antagonist: Antagonist of Human D 1 Dopamine Receptor: qHTS; D(1A) dopamine receptor (Homo sapiens), P21728; HEK293 TREx D1 cells, calcium flux, dopamine EC80; stronger effect = lower value; activity change, negative = inhibition, % at 10 µM; actives 3.2% (n = 360,000); in the data active = activity change below about -30%; also: % is scaled to controls: 0 for no effect and ±100 for the full control effect
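Compound effects on dopamine-evoked calcium signalling were measured in tetracycline-induced HEK293 Trex D1 cells. Dopamine at EC80 followed a 180 s compound pre-read, and fluorescence was tracked kinetically for 180 s more.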
RXFP1 antagonist: qHTS Assay for Antagonists of the Relaxin Receptor RXFP1; Relaxin receptor 1 (Homo sapiens), Q9HBX9; HEK293-RXFP1, relaxin-stimulated cAMP HTRF, 30 min; stronger effect = lower value; activity change, negative = inhibition, % at 57.5 µM; actives 0.59% (n = 350,000); AID 1259400, 2018;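 active = activity change of -60% or lower, but not beyond a set lower limit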; also: % is scaled to controls: 0 for no effect and ±100 for the full control effect
Target sequence (Q9HBX9 whole entry, looked up): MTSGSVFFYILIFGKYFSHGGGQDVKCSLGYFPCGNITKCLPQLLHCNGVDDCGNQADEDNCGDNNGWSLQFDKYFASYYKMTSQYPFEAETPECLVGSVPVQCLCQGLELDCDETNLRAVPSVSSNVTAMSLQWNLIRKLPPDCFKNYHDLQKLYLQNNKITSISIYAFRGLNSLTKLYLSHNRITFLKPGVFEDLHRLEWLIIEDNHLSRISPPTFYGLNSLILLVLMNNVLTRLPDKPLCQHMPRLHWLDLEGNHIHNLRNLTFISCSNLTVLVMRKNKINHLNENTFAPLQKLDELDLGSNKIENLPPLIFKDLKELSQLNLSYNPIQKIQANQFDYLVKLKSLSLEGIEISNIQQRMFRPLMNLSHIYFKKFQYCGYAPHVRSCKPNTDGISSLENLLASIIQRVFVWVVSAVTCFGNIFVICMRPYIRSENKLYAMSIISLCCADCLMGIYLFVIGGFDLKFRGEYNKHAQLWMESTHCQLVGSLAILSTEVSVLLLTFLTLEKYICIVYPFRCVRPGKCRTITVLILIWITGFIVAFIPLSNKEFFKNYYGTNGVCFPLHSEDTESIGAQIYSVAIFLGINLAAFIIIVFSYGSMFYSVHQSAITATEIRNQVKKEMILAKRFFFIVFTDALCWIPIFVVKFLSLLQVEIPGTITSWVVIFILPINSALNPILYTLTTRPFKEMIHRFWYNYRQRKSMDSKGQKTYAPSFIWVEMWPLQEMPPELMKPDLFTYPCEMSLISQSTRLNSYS
TRHR ag: qHTS for Small Molecule Agonists and Allosteric Enhancers of Human TRH Receptor: Primary Screen for Agonists | activation, % at 2 µM | actives 0.18% (n = 360,000) | AID 493084, 2011 | TRHR cells, calcium flux fluo-8, FDSS agonist mode; also: 0% is about no effect
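TRHR-expressing cells loaded with fluo-8 calcium dye; 23 nL library compound pin-transferred, kinetic FDSS fluorescence (Ex 480/Em 530) recorded about 180 s for agonist-induced calcium release, before a 10 nM TRH EC20 addition for potentiator mode.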
D2 PAM: HTS Assay for Positive Allosteric Modulators of the Human D2 Dopamine Receptor: Primary Screen for Potentiators | potentiation, % at 10 µM | HEK293 T-REx D2, calcium flux, EC20 dopamine potentiation | D(2) dopamine receptor (Homo sapiens), P14416 | actives 0.34% (n = 340,000);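 active = potentiation over 3 SD above the plate norm, cut at about 30% in these data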; also: 0% is about no effect
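Cells plated with tetracycline inducer and held overnight at 30 C; calcium dye loaded 30–90 min at room temperature; baseline taken, compound added and read 180 s; EC20 dopamine then added and read 180 s.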
TRHR enhancer: qHTS for Small Molecule Agonists and Allosteric Enhancers of Human TRH Receptor: Primary Screen for Enhancers | Thyrotropin-releasing hormone receptor (Homo sapiens), P34981 | actives 0.66% (n = 360,000) | AID 493056, 2011 | TRHR cells, fluo-8 calcium fluorescence, EC20 TRH enhancement | enhancement, % at 2 µM; in the data active = enhancement above about 30%; also: 0% is about no effect
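TRHR-expressing cells loaded with fluo-8 calcium dye were read kinetically (ex 480/em 530) during compound addition, then stimulated with an EC20 of TRH (10 nM final). Enhancement of the Gq-mediated intracellular calcium response was scored.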
D1 agonist: Allosteric Agonists of the Human D1 Dopamine Receptor: qHTS; AID 504660, 2011; D(1A) dopamine receptor (Homo sapiens), P21728; actives 1% (n = 360,000); HEK293 T-REx D1 cells, calcium flux, agonist mode; activation, % at 2 µM; also: 0% is about no effect
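Inducible HEK293 T-REx D1 cells, force-coupled to calcium signalling, were plated at 4000 cells/well with tetracycline and held overnight at 30 C. After no-wash calcium dye loading, compound-evoked calcium rise over 180 s flagged agonists.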
D1 PAM: Potentiators of Human D1 Dopamine Receptor: qHTS. actives 0.036% (n = 360,000). potentiation, % at 10 µM. HEK293 TREx D1 cells, calcium flux, dopamine EC20 potentiation. D(1A) dopamine receptor (Homo sapiens), P21728; in the data active = potentiation above about 30%; also: 0% is about no effect
* = called active by the depositor; nt = not tested or not shown; & = joins results of further samples. Rule as the data show it, unless noted: active = activation above about 30%; inactive = the rest.

Sample of the layout, 3 compounds:
molecule	D2 agonist	D1 agonist	RXFP1 antagonist	TRHR ag	TRHR enhancer	D2 PAM	D1 PAM	D1 antagonist	D2 antag
O=C(Cn1ncc(Cl)c(Cl)c1=O)N1CCN(Cc2ccccc2)CC1	1.8	2	-3	-0.3	1	4	-5	-5	-2
CCOCCCn1c(=S)[nH]c2cc(C(=O)NCC(OC)OC)ccc2c1=O	0.3	4	-66*	0.0	-18	4	3	2	14
Cc1nn(CC(=O)N(C)Cc2ccc(F)cc2)c(C)c1[N+](=O)[O-]	-1.1	5	-5	-2.7	6	9	-13	-3	-5

Main list, previewed entries included:
molecule	D2 agonist	D1 agonist	RXFP1 antagonist	TRHR ag	TRHR enhancer	D2 PAM	D1 PAM	D1 antagonist	D2 antag
O=C(Cn1ncc(Cl)c(Cl)c1=O)N1CCN(Cc2ccccc2)CC1	1.8	2	-3	-0.3	1	4	-5	-5	-2
CCOCCCn1c(=S)[nH]c2cc(C(=O)NCC(OC)OC)ccc2c1=O	0.3	4	-66*	0.0	-18	4	3	2	14
Cc1nn(CC(=O)N(C)Cc2ccc(F)cc2)c(C)c1[N+](=O)[O-]	-1.1	5	-5	-2.7	6	9	-13	-3	-5
CCOc1ccccc1CN1CCCC(CNS(=O)(=O)c2ccc(OC)cc2)C1 (stereo unspecified)	1.5	21	6	1.3	11	-4	-2	-24	-21
CCC(C)[C@H](NC(=O)CCn1nnc2ccccc2c1=O)C(=O)O (stereo partly specified)	nt	3	nt	0.1	2	nt	4	-16	nt
O=C(Nc1ncc(Cc2ccc(SC(F)F)cc2)s1)c1ccccc1	1.6	15	8	1.8	-3	-4	-3	3	3
NC(=O)c1ccccc1OCC(=O)O	-0.5	2	1	0.8	3	1	-2	0	6
COc1ccc(-c2cc(-c3ccco3)[nH]c(=O)c2C#N)cc1OC	0.2	3	-3	-0.1	7	6	-3	-12	15
Cc1c(CCOC(=O)c2ccc([N+](=O)[O-])cc2)sc[n+]1CC(=O)c1ccccc1	0.7	0	-10	0.3	-5	nt	-3	-27	8
CS(=O)(=O)N(CC(=O)Nc1c(F)cccc1F)c1ccc(C23CC4CC(CC(C4)C2)C3)cc1	1.2	6	-20	2.9	3	-6	14	53	3
O=C(NC1CCCC1)C(c1ccccc1)N(Cc1cccnc1)C(=O)Cc1cccs1 (stereo unspecified)	0.0	1	-15	-0.6	0	-1	-2	7	-12
COc1ccc(C)cc1NC(=O)CSc1nnc(-c2ccco2)n1Cc1ccco1	-2.0	2	-10	-2.3	-9	-21	-2	-6	-3
O=C(Cn1nc(-c2ccccc2)c2ccccc2c1=O)NCCO	0.6	3	3	0.5	-15	7	-2	0	10
CCC1=Nc2cc(C(=O)NCc3ccc(C)cc3)ccc2Sc2ccc(C)cc21	nt	3	-16	0.4	-1	12	-5	17	nt
COc1cc(NS(=O)(=O)c2ccc(N/C=C(\C#N)c3nc4cc(Cl)ccc4o3)cc2)nc(OC)n1	0.7	-1	-7	-0.2	-1	6	-2	nt	4
Nc1nnc(CC(=O)N2CCCCC2)s1	0.0	2	-3	0.7	1	-5	4	8	9
Cc1cccc(C)c1NC(=O)c1cnccn1	2.6	2	13	-0.3	-3	-5	4	-7	6
Cc1ccc(C)c(CN2C(=O)C(O)(c3c[nH]c4ccccc34)c3ccccc32)c1 (stereo unspecified)	nt	10	nt	-4.4	-1	3	9	-11	nt
Cc1cc(C)c(NC(=O)COC(=O)c2cc([N+](=O)[O-])ccc2N2CCOCC2)c(C)c1	-1.7	5	-7	-0.8	5	15	-1	2	2
CCc1ccccc1NC(=O)C1(C)Cc2ccccc2C(=O)O1 (stereo unspecified)	1.0	3	nt	0.4	-3	-8	-1	6	nt
CC1CCCN(C(=O)c2cc3c(=O)n(C)c4ccccc4c3s2)C1 (stereo unspecified)	0.9	-2	-6	-0.6	-1	19	-2	-3	nt
Cc1ccc(CNC(=O)CCC2CCCN(Cc3cccc4c3OCO4)C2)o1 (stereo unspecified)	0.0	0	-6	-0.2	3	-13	-1	33	-5
Cn1c(Cc2csc(N)n2)nnc1SC/C=C/c1ccccc1	nt	3	-10	-0.2	1	nt	4	-19	nt
COc1cc(/C=N/NC(=O)c2cccc3ccccc23)cc(OC)c1OC	-2.8	1	-1	-1.4	-6	-11	0	-16	30*
COC(=O)c1ccc(C2/C(=C(\O)c3ccc4c(c3)OCCO4)C(=O)C(=O)N2CCCN2CCOCC2)cc1 (stereo unspecified)	0.9	3	17	0.2	1	-4	6	5	23
Cc1cc2nn(-c3ccc(F)cc3)nc2cc1N	-1.1	2	16	-0.6	32*	10	4	0	15
CCOC(=O)N1CCN(C(=O)Nc2ccc3nccnc3c2)CC1	-0.2	4	-16	0.5	2	12	-5	-5	3
Cc1ccc(S(=O)(=O)Cn2nnnc2C(CC(C)C)N2CCN(c3ccc(F)cc3)CC2)cc1 (stereo unspecified)	0.1	1	1	0.2	-7	4	-2	9	-11
Cc1nc(SCC(=O)N2CCc3ccccc32)n[nH]1	-0.6	0	8	-0.2	-7	5	0	nt	6
COc1ccc2c(c1)C(c1ccccc1)NC(=O)C2 (stereo unspecified)	-0.5	4	nt	0.0	-1	8	6	15	-9
Cc1ccc(NN2C(=O)C=C(c3ccc(Cl)cc3)C2=O)cc1	1.2	3	-96*	1.3	-2	12	-8	-39*	-9
O=C(Nc1ccc(N2CCN(c3ccc(F)cc3)CC2)c(C(=O)O)c1)c1ccccc1F	nt	2	3	0.1	4	-5	-1	10	nt
Cc1ccc(S(=O)(=O)NC(=O)NCc2ccc(F)cc2)cc1	1.0	1	0	0.3	-6	-7	6	8	4
CCOc1ccc(-c2c(C(=O)N/N=C/c3ccoc3)nnn2-c2nonc2N)cc1	-0.7	15	8	-0.5	7	11	4	24	2
CC(C)c1ccc(NC(=O)c2ccc(F)c(S(=O)(=O)N3CCN(c4ccccc4F)CC3)c2)cc1	nt	-2	1	-0.5	2	9	-1	0	nt
CC(=O)OCC(CCn1cnc2cnc(N)nc21)COC(C)=O	-1.9	1	7	0.3	-5	-4	0	6	1
COc1cccc(C(=O)Nc2ccc(NC(=O)C(C)C)nc2)c1	-0.1	3	-9	0.1	7	9	-5	-17	-1
O=C(Nc1ccon1)c1cc2c(s1)CCCC2	-0.2	1	4	0.1	-2	-3	-7	-6	-17
O=C(Nc1ccc(N2C(=O)C3C4C=CC(C4)C3C2=O)cc1)Nc1nnc(C(F)(F)F)s1 (stereo unspecified)	-0.4	0	nt	0.0	1	11	-2	0	-10
Cc1c(C)n(Cc2ccccc2)c2ccc(C(=O)NCc3ccc(OC(C)C)cc3)cc12	0.2	1	7	0.9	9	8	-2	6	nt
CC(=O)Nc1ccc(NC(=O)c2cccc(-c3cc4ccccc4oc3=O)c2)cc1	0.3	-1	-14	0.3	-8	-1	6	-5	5
Cc1cc(/C=N/n2cnnc2)c(C)n1-c1ccc(Cl)cc1Cl	4.9	15	-10	1.0	-6	nt	-5	-35*	-17
Cc1cccc(NC(=O)CSc2nc3nc(C)cc(C)c3c(=O)[nH]2)c1	-0.1	0	-14	1.2	7	3	-3	-20	-12
CCOC(=O)c1c(C)[nH]c(C)c1S(=O)(=O)NCc1ccccc1C	nt	-1	0	-0.3	11	nt	-2	20	nt
CCOc1ccc(C(=O)NCC(=O)OCc2csc(-c3ccccc3)n2)cc1	1.6	9	-6	0.9	-10	6	-5	-6	15
Cc1ccc(S(=O)(=O)N2CCC(C(N)=O)CC2)c(C)c1C	0.1	4	-10	-0.8	9	-1	-10	-18	11
COC(=O)c1ccccc1NC(=O)CSc1nc2ccccc2c(=O)[nH]1	-0.5	2	1	-0.9	-3	7	0	-1	5
COc1ccccc1-c1nn2c(=O)cc(CN3CCN(S(=O)(=O)c4ccc(C)cc4)CC3)nc2s1	nt	-1	nt	-0.2	-4	-1	-1	4	nt
CC(=O)Nc1ccc(NC(=O)Cn2c(=O)ccc3cc(S(=O)(=O)N4CCC(C)CC4)ccc32)cc1	0.8	-1	0	-0.2	0	nt	-3	18	nt
CC(C)OC(=O)/C(C#N)=C/c1cn(Cc2ccccc2)c2ccccc12	0.5	10	8	0.7	7	7	-2	10	-3

Carrying on:
molecule	D2 agonist	D1 agonist	RXFP1 antagonist	TRHR ag	TRHR enhancer	D2 PAM	D1 PAM	D1 antagonist	D2 antag
CCCCn1c(SCC(=O)NCc2ccco2)nnc1-c1ccoc1C	0.2	-3	-1	0.3	0	-5	1	-4	-11
COc1ccccc1CCC(=O)N1CCN(C(=O)c2ccccc2)CC1	-1.0	1	0	-1.0	4	-2	1	-2	1
COc1ccc(-c2sc(Nc3ccccc3)n[n+]2-c2ccc(F)cc2)cc1Br	1.7	-1	nt	-0.2	-2	-4	4	-4	-9
Cc1cccc(CS(=O)(=O)Cc2ccc(C(=O)NCc3ccco3)o2)c1	nt	6	-6	-1.0	-1	nt	-1	5	nt
COc1ccc(N2CCN(S(=O)(=O)c3ccc(-n4cnnn4)c(C)c3)CC2)cc1	1.8	2	22	0.0	-1	-2	-8	-24	-12
CCN(CC)C(=O)Cn1c(=O)n(-c2ccccc2)c(=O)c2c3c(sc21)CCC3	0.0&0.4	0&1	4&5	-0.6&0.1	0&-7	-6&-5	1&-2	-2&6	-4
O=C(Cc1ccccc1)NCCS(=O)(=O)N1CCN(c2cccc(Cl)c2)CC1	1.5	5	-21	0.1	-1	-5	-10	-7	4
Fc1ccc(NC(=S)N/N=C/c2cccc(Br)c2)c(F)c1	0.3	3	-4	0.3	2	48*	-2	-5	2
CCCN1CCN(c2ncnc3scc(C4COc5ccccc5O4)c23)CC1 (stereo unspecified)	0.5	1	-1	-0.6	36*	-3	-4	16	-7
CCCCOc1cccc(NC(=O)CSc2nnc(C)s2)c1	0.5	-2	-15	-1.1	-2	-3	-1	-5	nt
COc1c(S(=O)(=O)NCCCN2CCOCC2)ccc(Cl)c1Cl	-0.3	3	-6	0.3	8	8	0	5	-2
COc1cccc(/C=N/NC(=O)c2nc(-c3ccccc3)cc(-c3ccccc3)n2)c1	0.0	17	-1	0.4	18	20	-2	9	5

Assay outcomes from PubChem.
